Screening results as filed in PubChem.
MEX-5 binding = C. elegans MEX-5 TCR-2 RNA binding activity | MEX-5/FITC-TCR2 RNA binding, fluorescence polarization; stronger effect = lower value | activity score (negative = inhibition of binding), % at 10 µM | hit rate 0.38% among 300,000 | AID 1832;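 active = inhibition past about -25% in most replicates, and total fluorescence under double the plate's negative control median, limit read from the data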;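 note: 0% = DMSO and -100% = 5 µM competing unlabeled TCR2 RNA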
GLD-1 RNA inh = GLD-1-TGE RNA interaction inhibition (C. elegans). hit rate 0.44% among 320,000. inhibition, % at 5.96 µM. purified GLD-1 + fluorescein TGE RNA, fluorescence polarization. AID 2280;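 active = percent inhibition above a per-plate cutoff, the plate mean of test compounds plus 3 SD, cut at about 30% in these data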;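 note: 0% = DMSO wells with GLD-1 and probe and 100% = wells lacking GLD-1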
PME-1 primary = PME-1 (human) inhibition; inhibition, % at 5.9 µM; Q9Y570; hit rate 0.53% among 320,000; AID 2130; recombinant PME-1, FP-Rh probe fluorescence polarization;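 active = inhibition above the campaign mean of all compounds plus 3 SD, cut at about 26% in these data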;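 note: competitive labeling of PME-1 active site by serine hydrolase directed probe; 0% = PME-1 with DMSO and 100% = wells lacking PME-1 enzyme; inhibitors block probe labeling so polarization falls and inhibition rises; many of its hits are not listed in these tables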
Target sequence (Q9Y570 whole entry, looked up): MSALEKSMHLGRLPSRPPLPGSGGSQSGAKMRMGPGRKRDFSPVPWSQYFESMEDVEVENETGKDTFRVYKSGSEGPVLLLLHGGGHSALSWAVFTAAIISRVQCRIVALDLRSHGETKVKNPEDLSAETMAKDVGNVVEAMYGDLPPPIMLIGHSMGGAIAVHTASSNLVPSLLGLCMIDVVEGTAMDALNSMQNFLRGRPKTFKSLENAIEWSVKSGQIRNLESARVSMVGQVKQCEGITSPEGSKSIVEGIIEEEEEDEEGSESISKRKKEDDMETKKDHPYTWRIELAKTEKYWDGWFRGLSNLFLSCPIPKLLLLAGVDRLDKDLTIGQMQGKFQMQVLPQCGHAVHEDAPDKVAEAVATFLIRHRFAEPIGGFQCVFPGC
VLA-4 inh = inhibition in a human VLA-4 binding assay; P13612; VLA-4 expressing cells, ligand binding flow cytometry; inhibition, % (about 7 µM as worked out from the volumes in the protocol); hit rate 0.2% among 330,000; in the data active = inhibition above about 50%
BCLXL inh = Bcl-xL (human) inhibition; Q07817; GST-Bcl-xL / FITC-Bim BH3 peptide fluorescence polarization; inhibition, % at 10.9 µM; hit rate 0.7% among 320,000; AID 2129;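 active = inhibition above the mean of all tested compounds plus 3 SD, cutoff set per campaign, cut at about 30% in these data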;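 note: 0% = DMSO wells and 100% = unlabeled Bim-BH3 peptide competitor; inhibitors lower millipolarization by displacing the labeled peptide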
Target sequence (Q07817 whole entry, looked up): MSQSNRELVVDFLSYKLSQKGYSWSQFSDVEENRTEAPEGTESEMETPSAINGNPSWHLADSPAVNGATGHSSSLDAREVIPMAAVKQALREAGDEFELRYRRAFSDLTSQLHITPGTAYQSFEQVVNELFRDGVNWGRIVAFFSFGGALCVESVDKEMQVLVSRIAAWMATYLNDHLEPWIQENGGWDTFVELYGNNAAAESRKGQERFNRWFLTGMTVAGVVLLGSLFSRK
Efflux pump inh = antifungal efflux pump inhibition, Nile Red retention. S. cerevisiae Candida pump triplex. inhibition, % at 10 µM. hit rate 0.44% among 330,000. AID 485275;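 active = plate passing quality check with inhibition over a set limit, or well fluorescence over plate mean plus 4 SD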;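 note: Nile Red retained in pooled yeast measured as flow cytometry median fluorescence; 0% = buffer negative control and 100% = Enniatin B positive control; higher means more Nile Red kept so more efflux inhibition; some compounds called inactive have numbers as strong as hits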
GRK2 aptamer HTS = human GRK2 inhibition via aptamer displacement | bead flow cytometry, FAM-aptamer displacement from GRK2 | AID 488847 | P25098 | hit rate 0.59% among 330,000 | inhibition of aptamer binding, % at 10 µM;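 active = inhibition of aptamer binding above 40%, roughly 3 SD of noise, on plates passing a quality check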;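 note: median bead fluorescence of bound FAM aptamer so fluorescent compounds give negative values; no value below 0 was filed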
Fam108B inh = Fam108B inhibition, counter-screen for RBBP9 inhibitors. recombinant Fam108B, FP-Rh probe fluorescence polarization. inhibition, % at 9.51 µM. hit rate 0.33% among 300,000;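 active = inhibition above the screen mean inhibition plus 3 SD, computed separately per campaign, cut at about 18% in these data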;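 note: inhibitors lower polarization as less probe binds the enzyme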
MCL1 BIM primary = inhibitors of human MCL1 binding to BIM-BH3 peptide; AID 2057; GST-MCL1 / FITC-Bim-BH3 fluorescence polarization; hit rate 0.68% among 320,000; Q07820; inhibition, % at 10.9 µM;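 active = inhibition above the mean inhibition of all tested compounds plus 3 SD, set per campaign, cut at about 40% in these data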;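 note: 0% = DMSO wells and 100% = unlabeled Bim-BH3 peptide control; higher means more loss of mP so more displacement of Bim peptide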
Target sequence (Q07820 whole entry, looked up): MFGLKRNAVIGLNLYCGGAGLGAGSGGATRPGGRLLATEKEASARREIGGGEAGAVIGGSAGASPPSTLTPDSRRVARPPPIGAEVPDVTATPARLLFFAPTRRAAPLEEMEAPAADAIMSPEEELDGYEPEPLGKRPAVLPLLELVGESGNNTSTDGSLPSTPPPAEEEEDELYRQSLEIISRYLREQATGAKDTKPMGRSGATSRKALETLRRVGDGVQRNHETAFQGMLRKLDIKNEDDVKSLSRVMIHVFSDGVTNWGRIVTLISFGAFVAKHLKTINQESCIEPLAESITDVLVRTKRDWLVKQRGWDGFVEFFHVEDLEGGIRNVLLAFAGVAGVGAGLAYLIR
The depositor's hits bear a star; x = not tested or not shown. Only part of the results is shown, so the mix of outcomes need not match the whole.

SMILES	MEX-5 binding	GLD-1 RNA inh	PME-1 primary	VLA-4 inh	BCLXL inh	Efflux pump inh	GRK2 aptamer HTS	Fam108B inh	MCL1 BIM primary
CCC(C)(CC(=O)N(C)CCC#N)c1ccccc1 (stereo not drawn)	0.4	-1	-2	19	1	0.1	0	2	3
Cc1ccc2nc(SCC(=O)Nc3ccc(F)cc3F)[nH]c2c1	-1.4	4	0	4	2	-0.1	1	1	2
Cc1ccccc1C(=O)N1CCC(C(=O)Nc2cc(C(F)(F)F)ccc2N2CCCC2)CC1	-0.7	2	5	7	-3	0.1	0	-1	-4
N=c1c(C(=O)NCC2CCCO2)cc2c(=O)n3ccccc3nc2n1Cc1ccc(Cl)cc1 (stereo not drawn)	-22	-6	5	23	1	0.0	0	1	-9
Nc1cc(=O)[nH]c(SCC(=O)Nc2nnc(-c3ccccc3)s2)n1	-2.0	-10	1	-4	4	0.1	3	2	8
O=C(OCCCc1cc2ccccc2c(=O)o1)c1ccc2c(c1)OCO2	x	5	3	4	2	0.0	0	x	2
Cc1ncoc1C(=O)Nc1ccccc1C(N)=O	-0.1	2	4	5	7	0.1	3	4	3
Cc1c(OCC(=O)Nc2cccnc2)ccc2c3c(c(=O)oc12)CCC3	x	-1	4	1	6	0.0	5	3	5
O=C(NCCOC(=O)c1ccccc1)c1ccc([N+](=O)[O-])cc1	-1.4	3	-3	5	0	-0.1	2	-3	4
CCCCN(Cc1cc2ccccc2[nH]c1=O)C(=O)c1ccccn1	-1.6	-3	-2	1	-3	0.1	9	6	2
CC(=N)C1=C(O)CC(c2ccccc2)CC1=O (stereo not drawn)	1.9	-1	-3	1	4	-0.1	3	-1	0
CCCc1cc(=O)[nH]c(SCC(=O)N2CCCC2=O)n1	-0.9	5	4	26	3	-0.1	0	1	-3
COc1ccc(CNC(=O)CCS(=O)(=O)c2ccc3c(c2)CCN3C(C)=O)cc1	-1.5	3	4	20	3	-0.1	0	1	4
CCCc1nnc(NC(=O)CSc2ncn[nH]2)s1	6.6	2	1	11	5	0.0	0	-4	6
CCN(CC(=O)Nc1ccccc1OC)C(=O)COc1ccc2ccccc2c1	-1.1	8	-3	-11	3	0.4	0	1	4
OCC(O)C1OC(Nc2ccc(Br)cc2)C(O)C1O (stereo not drawn)	1.9	0	-3	-3	0	0.0	0	1	0
Cc1ccc(S(=O)(=O)N2CCOC2CNC(=O)C(=O)NCCCc2ccccc2)cc1 (stereo not drawn)	-1.5	4	4	0	-2	-0.4	8	2	-6
CC(=O)NC(CC(=O)Nc1nc(-c2ccc(N(C)S(C)(=O)=O)cc2)cs1)c1ccccc1 (stereo not drawn)	-2.6	-4	4	-5	3	0.1	3	-2	2
CC(C)(C)NC(=O)C1CC(=O)OC12CCCCC2 (stereo not drawn)	-1.6	2	-9	4	2	-0.1	0	-5	10
Cc1cc(C)cc(OCC(=O)OCC(=O)c2c(N)n(C)c(=O)n(C)c2=O)c1	2.4	6	-3	1	6	-0.2	0	-2	9
Cc1cc(C)c(S(C)(=O)=O)c(N(C)NC(=O)c2c(F)cccc2F)n1	-1.6	2	-4	0	-2	-0.2	3	-1	-3
O=C(CNC(=O)c1ccco1)Nc1ccc(Br)cc1	0.3	-6	1	-2	7	0.1	1	2	1
O=C(COC(=O)CNC(=O)c1ccc(Cl)c([N+](=O)[O-])c1)NNC(=O)c1cccs1	2.3	6	-4	-1	0	-0.1	9	1	-4
CC1(C)CC2CC(C)(CN2C(=O)c2ccc([N+](=O)[O-])cc2[N+](=O)[O-])C1 (stereo not drawn)	1.8	8	-2	5	0	0.1	1	0	-4
COc1cc(/C=N/OCC(=O)NC2CCCCC2C)ccc1OCc1ccc(Cl)cc1 (stereo not drawn)	2.7	-1	2	14	1	-0.1	2	-1	-1
CCC1(C)Cc2c(sc3[nH]c(=O)[nH]c(=O)c23)CS1 (stereo not drawn)	-9.0	9	-3	3	16	0.1	0	-3	15
CCOC(=O)C1CCN(c2c(N3CCCC(C(=O)OCC)C3)c(=O)c2=O)CC1 (stereo not drawn)	0.9	4	2	-20	-1	0.1	0	1	-1
Nc1c(N(CCO)C(=O)C2CCCCC2)c(=O)[nH]c(=O)n1Cc1ccccc1	0.8	22	1	1	24	-0.1	0	-4	19
Cc1cc(C)cc(-n2c(O)c(C=NC3CCS(=O)(=O)C3)c3ccccc3c2=O)c1 (stereo not drawn)	-0.9	6	1	-1	0	-0.1	3	-1	2
CC(CCc1ccccc1)NCC#N (stereo not drawn)	-1.4	8	1	7	3	0.0	2	2	-1
Cc1cc2c(c(=O)o1)C(CC(C)C)C(C#N)=C(N)O2 (stereo not drawn)	4.6	-1	1	20	0	0.2	1	2	1
CNC(CC(C)C)C(=O)NC1C(=O)NC(CC(N)=O)C(=O)NC2C(=O)NC3C(=O)NC(C(=O)NC(C(=O)O)c4cc(O)cc(O)c4-c4cc3ccc4O)C(O)c3ccc(c(Cl)c3)Oc3cc2cc(c3OC2OC(CO)C(O)C(O)C2OC2CC(C)(N)C(O)C(C)O2)Oc2ccc(cc2Cl)C1O (stereo not drawn)	0.4	2	-5	44	-5	-0.1	0	-1	1
CS(=O)(=O)N(CC(=O)Nc1ccc2c(c1)OCCO2)Cc1ccccc1	0.3	11	-6	5	0	-4.9	1	-1	8
O=C1c2ccccc2C(=O)N1Cc1nc2ccccc2c(=O)n1CCCN1CCOCC1	-0.7	5	2	9	5	0.0	0	-2	6
c1ccc(N2CCN(c3nc(-c4ccccn4)nc4ccccc34)CC2)cc1	-16	10	1	-9	8	-0.1	6	6	9
CCCCC(=O)NC(=S)Nc1c(C)cc(Br)cc1C	2.7	3	-4	2	4	0.0	0	1	9
Cc1ccc(C)c(N(C(=O)Cn2nnc3ccccc32)C(C(=O)NC(C)(C)C)c2ccsc2)c1 (stereo not drawn)	-0.2	-2	2	-1	3	-0.1	0	4	3
CC(C)CN(CC(C)C)C(=O)COc1ccccc1C(N)=O	0.9	4	-3	5	5	0.1	0	2	-1
Cc1cc(C)c(NC(=O)Cn2c(=O)c3cccn3c3ccccc32)c(C)c1	-0.5	-2	-7	-3	-2	0.4	0	-19	0
COc1ccccc1OCCSc1nnc(CNC(=O)c2ccco2)n1C	2.0	-3	1	13	-14	0.1	0	-4	-19
CCCCN(C(=O)c1cccc(-n2cccc2)c1)c1c(N)n(Cc2ccccc2)c(=O)[nH]c1=O	0.1	-1	-14	8	15	0.0	46*	5	78*
COc1ccc(Cl)cc1NC(=O)CCN1CCOCC1	-1.8	1	6	-4	4	0.0	0	3	1
CC1(C)CC(=O)CC(=O)/C1=N\Nc1c(Cl)cc(Cl)cc1Cl	0.3	3	-1	-5	4	0.0	0	7	10
CCCCn1c(N)c(N(CCOC)C(=O)COC(=O)COc2ccc(CC)cc2)c(=O)[nH]c1=O	-0.5	5	0	1	2	0.1	8	2	-2
CCCNC(=O)Nc1cc(S(=O)(=O)CC)ccc1O	0.1	4	0	3	6	-0.1	3	1	8
c1ccc2cc(-c3cc4ccccn4c3)ccc2c1	1.3	5	0	14	9	-0.2	2	2	0
CCOC(=O)C1CCN(Cc2cnc(Oc3ccc(OC)cc3)s2)CC1	1.3	6	5	3	2	0.0	1	0	7
Cc1cc(CNC(=O)CC2C(=O)NCCN2Cc2ccccc2C(F)(F)F)nn1C (stereo not drawn)	-2.7	14	3	x	21	-0.1	0	1	23
O=C(COC(=O)c1nc(Cl)ccc1Cl)NCc1cccs1	-1.5	4	2	11	0	0.1	1	3	4
COc1ccccc1-c1cc(C(F)(F)F)nc(S(C)(=O)=O)n1	x	7	-4	38	4	-0.1	1	-1	13
c1ccc(C[C@H]2CNCCN2CCCCC2CCCCC2)cc1	2.3	2	4	14	6	-0.1	0	0	10
CCC(C)(C)NC(=O)CN(Cc1cccs1)C(=O)CNS(=O)(=O)c1ccc(C)cc1	3.3	-3	-6	-8	3	-0.2	1	0	7
Cc1oc(-c2cccs2)nc1CN1CCN(C(C)C)C(CCO)C1 (stereo not drawn)	-2.8	-4	14	12	5	0.0	1	-2	49*
O=C(Cn1cccc1)N1CCc2ccccc21	1.5	5	2	2	2	-0.1	0	1	3
C/C(=N\Nc1ccc(C#N)cc1[N+](=O)[O-])c1ccc(C)o1	1.0	5	2	-8	2	0.0	0	-1	7
O=c1cc(O)c(-c2cccc(Cl)c2)c(Cl)[nH]1	-0.6	-4	-6	14	11	0.0	1	-4	6
O=C(C1=C(O)C(=O)N(CCN2CCOCC2)C1c1ccc(Br)cc1)c1cc2ccccc2o1 (stereo not drawn)	0.9	-6	1	-7	3	0.0	2	-1	-5
CNC(=S)Nc1cc(C(F)(F)F)ccc1Cl	-1.2	-5	1	12	-1	0.6	0	-1	4
COC(=O)c1c(C#N)c(N)nc2c1CCCC2	3.0	0	-4	1	7	0.1	0	-1	0
CCN1CCN(S(=O)(=O)c2ccc(C(=O)Nc3ccccc3)cc2)CC1	-2.1	6	0	0	7	0.0	0	1	-1

A few values from the entries so far:
CCC(C)(C)NC(=O)CN(Cc1cccs1)C(=O)CNS(=O)(=O)c1ccc(C)cc1 @ MCL1 BIM primary: 7
COc1ccccc1-c1cc(C(F)(F)F)nc(S(C)(=O)=O)n1 @ BCLXL inh: 4

Following part
SMILES	MEX-5 binding	GLD-1 RNA inh	PME-1 primary	VLA-4 inh	BCLXL inh	Efflux pump inh	GRK2 aptamer HTS	Fam108B inh	MCL1 BIM primary
CC(C)CCOCC(=O)Oc1ccccc1C(=O)O	1.0	-2	3	-4	5	0.0	30	4	4
COc1cccc(NC(=O)C2CC(=O)N(Cc3ccco3)C2)c1 (stereo not drawn)	x	-3	-2	16	6	0.1	0	x	6
NNc1nc(-c2ccccc2)cc(-c2ccccc2)n1	1.3	2	1	8	-1	-0.1	0	-3	-2
CCOc1ccc(Nc2nnc(Cc3ccc(OC)cc3)c(=O)[nH]2)cc1	1.8	3	-6	-5	6	-0.1	0	-3	-7
COc1ccc(NC(=O)CCCNC(=O)c2ccc(Cl)cc2)c(OC)c1	0.3	2	1	-1	-3	0.3	0	-2	-13
O=Cc1sc([O-])nc1-[n+]1ccc2ccccc2c1	-6.0	22	-3	5	47*	-0.1	2	4	41*
O=S1(=O)CCN(Cc2ccc(Cl)c(C(F)(F)F)c2)CC1	1.2	-7	-4	8	6	-0.3	0	4	1
COc1ccc(/C(N)=N/OC(=O)CSc2ccc(C)cc2)cc1	2.0	0	4	5	1	-0.1	0	-5	3
COc1ccccc1NC(=O)c1cnc2c(-c3ccccc3)c(C)nn2c1C	-1.8	1	1	11	-2	-0.1	10	3	-8
CC(C)Cn1c(CCCNC(=O)c2ccc(F)cc2)nc2ccccc21	2.7	2	-4	-19	-1	0.0	0	-6	4
CC(=O)c1cccc(NC(=O)C2CC(=O)N(c3cccc(C)c3C)C2)c1 (stereo not drawn)	2.1	4	-6	8	8	-0.1	4	3	6
Cc1ccc(CNC(=O)c2nnc(CS(=O)(=O)c3ccccc3)o2)cc1	1.2	0	-3	3	2	0.2	0	0	-5
Cn1ccnc1C(O)(c1ccccc1)c1nccn1C	-2.2	1	-1	8	3	-0.2	0	-2	7
O=C1NC(=O)[C@@H]2C3c4ccccc4C=CN3[C@H](C(=O)c3cccs3)[C@H]12 (stereo partly drawn)	-53*	102*	9	10	123*	-0.1	2	16	124*
